# RGS7-Gao reg: regulators of human RGS7-Galphao interaction; binding response (% of control), % at 10 µM; hit rate 0.35% among 220,000; Multiplexed bead flow cytometry, RGS7-Galphao binding; actives lie on both sides; P09471; in the data active means binding response below about 49% or above about 150%; inconclusive means no clear call, values can overlap the other calls; inactive means in between;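 further: fluorescent Galphao held in activated GDP-AlF4 state binding bead-coupled RGS7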
# Target sequence (P09471 whole entry, looked up): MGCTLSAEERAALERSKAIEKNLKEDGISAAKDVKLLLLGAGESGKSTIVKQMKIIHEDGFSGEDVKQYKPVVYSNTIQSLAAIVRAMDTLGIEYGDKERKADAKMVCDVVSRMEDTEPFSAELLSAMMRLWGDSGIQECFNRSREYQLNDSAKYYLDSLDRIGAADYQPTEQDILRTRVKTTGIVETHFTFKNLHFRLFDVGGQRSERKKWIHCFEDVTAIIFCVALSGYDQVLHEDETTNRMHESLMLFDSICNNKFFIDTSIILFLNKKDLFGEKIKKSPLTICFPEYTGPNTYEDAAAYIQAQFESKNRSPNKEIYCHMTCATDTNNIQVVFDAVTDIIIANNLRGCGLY
# RGS4-Gao reg: modulates binding of RGS4 to human Galphao; binding response (% of control), % at 10 µM; Multiplexed bead flow cytometry; actives lie on both sides; hit rate 0.33% among 220,000; P09471; in the data active means binding response below about 49% or above about 150%; inactive means in between;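 further: fluorescent Galphao activated with aluminum fluoride binding bead-coupled RGS4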
# Bcl-W Bim block: human Bim-Bcl-W interaction inhibition. bead-based flow cytometry, Bim peptide-Bcl-W binding. hit rate 0.02% among 190,000. inhibition, % at 10 µM. Q92843. AID 952;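 further: 0% = bound tracer without compound and 100% = peptide blocker; higher means less fluorescent Bim peptide bound to Bcl-W beads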
# Target sequence (Q92843 whole entry, looked up): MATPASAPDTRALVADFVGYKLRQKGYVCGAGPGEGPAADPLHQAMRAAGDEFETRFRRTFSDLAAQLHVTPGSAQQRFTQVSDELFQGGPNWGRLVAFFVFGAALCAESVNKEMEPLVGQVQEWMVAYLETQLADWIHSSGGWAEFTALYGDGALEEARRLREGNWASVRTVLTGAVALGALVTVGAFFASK
# ABCG2 inh: human ABCG2 inhibition, ABCB1 as counter-screen | Q9UNQ0 | IgMXP3 cells, JC-1 efflux, flow cytometry | inhibition, % at 6.6 µM | hit rate 0.1% among 190,000;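 active means inhibition above 80%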;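 further: 0% = DMSO and 100% = nicardipine control wells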
#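 Test system: ABCG2 IgMXP3 and barcoded ABCB1 CCRF-Adr cell mix; Schedule: cells with compound and JC-1, 10 min at 25 °C, rotating, no wash; Technique: flow cytometry of retained JC-1 fluorescence; Measure: % inhibition of efflux relative to nicardipine and DMSO; Controls: nicardipine high and DMSO low controls.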
# Bim-Bfl-1: inhibitors of Bim-Bfl-1 interaction, human | AID 1008 | Bead-based flow cytometry, Bim-Bfl-1 binding inhibition | inhibition, % at 10 µM | hit rate 0.12% among 190,000;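 further: 0% = wells without compound plus tracer and 100% = blocker peptide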
# Bim-Bcl-B: inhibitors of Bim-Bcl-B interaction, human. AID 951. hit rate 0.073% among 190,000. inhibition, % at 10 µM. bead-based flow cytometry, Bim peptide-Bcl-B binding. Q9HD36;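 further: 0% = tracer peptide without compound and 100% = reference inhibitor peptide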
# Target sequence (Q9HD36 whole entry, looked up): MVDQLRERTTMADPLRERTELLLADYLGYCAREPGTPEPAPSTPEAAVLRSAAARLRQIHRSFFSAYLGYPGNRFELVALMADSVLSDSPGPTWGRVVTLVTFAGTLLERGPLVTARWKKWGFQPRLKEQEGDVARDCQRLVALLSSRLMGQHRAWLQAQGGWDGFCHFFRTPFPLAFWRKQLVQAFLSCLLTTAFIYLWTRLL
# Bim-Bcl-XL: inhibitors of Bim-Bcl-XL interaction, human; Q07817; Bim peptide-Bcl-XL binding, bead flow cytometry, fluorescence; inhibition, % at 10 µM; hit rate 0.04% among 190,000
# Target sequence (Q07817 whole entry, looked up): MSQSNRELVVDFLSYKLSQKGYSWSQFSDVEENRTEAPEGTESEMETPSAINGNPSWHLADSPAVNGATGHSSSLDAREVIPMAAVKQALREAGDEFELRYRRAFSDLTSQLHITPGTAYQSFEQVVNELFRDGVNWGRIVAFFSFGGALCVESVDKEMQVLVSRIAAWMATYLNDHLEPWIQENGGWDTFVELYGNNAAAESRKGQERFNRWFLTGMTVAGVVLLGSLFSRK
# Bim-Bcl-2: human Bim-Bcl-2 interaction inhibition; P10415; Bead-based flow cytometry, Bim peptide-Bcl-2 binding; hit rate 0.06% among 190,000; inhibition, % at 10 µM; in the data active means inhibition above about 40%; inconclusive means no clear call, values can overlap the other calls;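 further: 0% = no compound wells with probe peptide and 100% = reference peptide inhibitor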
# ABCB1 block: inhibitors of human ABCB1 transporter, ABCG2 counter-screen; P08183; CCRF-Adr cells, JC-1 efflux, flow cytometry; inhibition, % at 6.6 µM; hit rate 0.067% among 190,000; in the data active means inhibition above about 40%;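 further: 0% = vehicle and 100% = reference inhibitor; higher value means more JC-1 retained so stronger ABCB1 efflux block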
# GSH fluor: GSH bead compound fluorescence profile; hit rate 0.25% among 190,000; GSH beads flow cytometry, compound fluorescence 488/530 nm; hits give high values; fluorescence (KMESF) at 10 µM; in the data active means fluorescence above about 89;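 further: glutathione beads carrying GST-tagged Bcl family fusion proteins plus one bare bead set; values are compound well signal with DMSO vehicle wells as background; inactives centre near 16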
# RGS8-Gao: human RGS8-Galphao interaction regulation; P09471; multiplexed bead flow cytometry, RGS8-Galphao binding; actives lie on both sides; response (percent of control binding), % at 10 µM; hit rate 0.34% among 220,000; AID 1423; in the data active means response below about 60% or above about 140%; inactive means in between;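 further: Galphao activated as the GDP aluminium fluoride complex binding bead-coupled RGS8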
# Starred values were filed as active, the others as inactive; u = inconclusive; x = no result given. Unless noted, no stated cut-off is given here; in the data, active means inhibition above about 40%.
structure	ABCG2 inh	Bim-Bcl-B	RGS7-Gao reg	RGS4-Gao reg	GSH fluor	Bim-Bcl-2	Bcl-W Bim block	RGS8-Gao	ABCB1 block	Bim-Bcl-XL	Bim-Bfl-1
Cc1ccnc2nc(C(=O)NCc3ccccc3)nn12	21	-3	u	95	17	-7	-3	99	2.1	-3	-4
CNc1c(N=Cc2cccnc2)c(=O)n(C)c(=O)n1C	5	-1	101	102	14	1	0	101	0.4	-1	-1
CCOc1ccccc1N1CCN(C(=O)CC(C)(C)C)CC1	3	-7	u	100	18	-4	-3	99	0.8	-2	-7
CC1=NN(c2ccccc2)C(=O)C1N=Nc1ccc(N)cc1 (stereo not drawn)	-3	-3	88	91	20	-5	0	95	-0.6	-4	-10
CCCc1cc(=O)n2[nH]c(NCc3c(Cl)cccc3Cl)nc2n1	4	-4	97	92	59	-10	1	98	0.6	0	-13
O=[N+]([O-])c1ccc2ccn(C3OCC(O)C(O)C3O)c2c1 (stereo not drawn)	0	-8	119	105	18	-2	-5	114	-0.1	-5	-13
CC1(C)NC(C)(C)c2nonc2/C1=N\O	0	3	106	107	12	5	0	102	0.0	3	0
O=C(NC1CCN(CC(=O)N(c2ccccc2)c2ccccc2)CC1)c1ccc([N+](=O)[O-])cc1	2	-7	98	96	13	-9	-5	98	0.7	-8	-8
CCOC(=O)C1CCN(S(=O)(=O)c2cc(Cl)c(C)cc2OC)CC1	10	-9	98	100	29	-5	2	100	0.9	-2	-12
CCOCCOC(=O)COc1ccc2c(-c3ccccc3)cc(=O)oc2c1	2	-5	100	101	7	-4	-1	82	0.8	-3	0
COc1cccc(C2C(C(=O)c3sc(C)nc3C)=C(O)C(=O)N2CCN2CCOCC2)c1 (stereo not drawn)	-2	-5	96	105	14	-10	5	102	-0.1	-3	-13
Cc1ccccc1-n1c(SCc2cc(=O)n3ccccc3n2)nc2[nH]ncc2c1=O	26	-12	103	103	32	-10	-2	102	2.1	-13	-20
Cc1c(Cl)cccc1N1CC(C(=O)Nc2nccs2)CC1=O (stereo not drawn)	1	-1	108	102	11	-4	0	106	0.2	0	-1
O=C(COc1cccc(NC(=O)c2ccccc2)c1)c1ccccc1	1	-4	99	101	16	-3	-2	104	0.2	-4	-11
CCc1ccc(NC(=O)C2(C)Cc3ccccc3C(=O)O2)cc1 (stereo not drawn)	3	-7	88	91	22	-5	-1	96	0.1	-6	-7
Cc1ccc(-c2nc(NC(=O)CSc3ccc4ccccc4n3)ns2)cc1	16	-4	100	99	14	0	-5	103	2.3	-7	0
COCCNC(=O)c1c(N)n(-c2cccc(C)c2)c2nc3ccccc3nc12	4	-8	102	107	23	-2	0	103	1.8	0	-7
Cc1ccc(C(=O)N/C(=C\c2cccs2)C(=O)N2CCCCCC2)cc1	9	-12	103	104	26	-8	-6	99	1.5	-6	-19
CC(C)CC(=O)NC(=S)NNC(=O)c1cccc([N+](=O)[O-])c1	1	-11	100	101	11	0	4	99	0.3	-1	4
CC(=O)NC(NC(=S)Nc1c(C)n(C)n(-c2ccccc2)c1=O)C(Cl)(Cl)Cl (stereo not drawn)	-1	-14	u	97	14	-2	3	98	1.2	-3	-1
CCCSc1nnc(CNC(=O)C23CC4CC(CC(C4)C2)C3)n1Cc1ccccc1	9	-6	99	102	11	-2	-4	101	3.5	-7	1
NS(=O)(=O)c1ccc(CNC(=O)/C=C/c2ccc(Cl)c(Cl)c2)cc1	-4	-10	98	100	11	-8	-6	99	-0.4	-11	-7
CC(C)=C1C2CCC1C(C(=O)Nc1cc(C)cc(C)c1)C2C(=O)O (stereo not drawn)	0	1	96	100	10	3	4	102	0.2	0	7
CCN1c2ccccc2-c2nc3ccccc3n2C1c1ccccn1 (stereo not drawn)	2	-3	106	106	18	0	3	101	0.9	0	-8
Cc1ccc(N2CC(C(=O)Nc3ccccn3)CC2=O)cc1 (stereo not drawn)	3	-6	101	101	14	-9	-1	99	0.5	-4	-11
CC(=O)N[C@@H](CS)C(=O)O	4	-5	x	x	19	-1	-6	x	2.0	-3	0
C=CCn1c(SC)nnc1-c1cccc([N+](=O)[O-])c1	5	-9	101	102	15	-6	-2	102	0.6	-6	-15
C=CCNC(=O)c1cc2c(=O)c3ccccc3oc2nc1C	1	-1	113	106	11	0	0	103	0.4	-3	-3
O=C(Nc1ccc(Br)cc1)c1cccc(NC(=O)C2C3CC4OC(=O)C2C4C3)c1 (stereo not drawn)	0	3	102	113	10	1	2	99	-0.2	0	0
CCOC(=O)C1CCN(CCC(=O)Nc2ccccc2Cl)CC1	1	-4	98	98	15	0	-4	102	0.3	-6	-2
Cc1nc(CS(=O)c2ccc(Cl)cc2)cc(NCc2ccc(Cl)cc2Cl)n1 (stereo not drawn)	12	-10	107	107	12	-9	0	102	2.6	-7	-4
Cc1ccc(Nc2c(N)c(=O)oc3ccccc23)cc1	0	-4	99	96	20	2	-2	101	-0.5	-8	7
O=c1oc2c(CN3CCOCC3)c(O)ccc2c2c1CCC2	1	-2	99	98	24	-4	-4	105	0.2	-3	-1
O=C(O)c1cc(Cl)c(Cl)cc1C(=O)Nc1cccc2ncccc12	2	-6	109	104	19	-5	-5	103	0.1	-6	-15
COc1ccc(-c2cnc3c(c2)CCC3(C#N)C#N)cc1	2	-4	96	99	6	0	-1	100	0.3	-5	-2
FC(F)(F)c1nc(Oc2ccccc2)c2ccccc2n1	-7	1	100	97	24	9	10	100	-5.4	3	19
CCN1C(=O)C2(C(C#N)=C(N)Oc3cc(C)oc(=O)c32)c2ccccc21 (stereo not drawn)	3	-6	109	103	25	-8	0	105	-0.1	-2	-10
CC(/C=N/n1c(-c2ccc(C)cc2)n[nH]c1=S)=C\c1ccco1	-2	-25	105	96	17	-4	-5	99	-0.5	-8	-2
Cc1cc(NC(=O)CCSc2nc(-c3ccco3)cc(C(F)(F)F)n2)n(-c2ccccc2)n1	12	-6	100	100	23	-7	-5	105	3.1	-5	1
CC(C)(NO)/C(=N\O)c1ccccc1	7	-9	100	104	20	-1	1	102	1.8	-6	-12
O=C(c1cnn2c(C(F)F)cc(-c3ccccc3)nc12)N1CCOCC1	6	7	102	103	25	10	-3	101	0.0	4	17
COc1cc(NC(=O)c2ccc(C)c([N+](=O)[O-])c2)ccc1NC(=O)c1ccco1	9	-1	97	99	69	-2	0	102	0.1	-3	1
COc1ccc(OC)c(C2Nc3nc4ccccc4n3C(C)=C2C(=O)Nc2ccc(C)cc2C)c1 (stereo not drawn)	2	-1	98	97	12	-6	3	101	2.2	-3	-8
O=C(COc1nncc2ccccc12)NCC(F)(F)F	4	0	96	98	13	0	0	95	1.1	0	5
Cn1cnnc1Sc1ccc(C(=O)OCC(=O)Nc2cc(Cl)cc(Cl)c2)cc1[N+](=O)[O-]	-4	-7	100	96	16	-6	-1	99	-0.6	-4	-12
COc1cc(/C=C/C(=O)OCC(=O)Nc2ccc(C)cc2[N+](=O)[O-])ccc1O	19	0	u	100	18	-2	1	101	0.5	1	-2
O=[N+]([O-])c1cccc(NC2=NCCC2)c1	1	1	100	108	14	0	2	106	0.6	-2	-2
COc1ccc(NS(=O)(=O)c2cc(OCC(N)=O)c(C)cc2Cl)cc1	1	-2	102	101	3	-2	1	100	0.4	-5	0
Cc1ccc(OC(=O)c2cccc(C(=O)Oc3ccc(C)cc3)n2)cc1	-1	3	103	102	4	2	6	102	-0.5	2	1
CCN(CC)S(=O)(=O)c1ccc(NC(=O)Cn2cnc3ccccc3c2=O)cc1	4	-11	99	99	35	-12	0	100	0.9	0	-13
C=CCn1c(COc2ccc(Cl)cc2)nnc1SCC(=O)N1CC(=O)Nc2ccccc21	1	0	91	96	55	0	4	87	0.6	-17	4
O=C(COC(=O)c1cccc(Br)c1)NCCC1=CCCCC1	5	-1	u	101	17	-3	-1	101	0.6	-1	-7
COc1ccc(-n2c(C)cc(C(=O)CSc3ccc(NC(C)=O)cc3)c2C)cc1	1	-7	100	97	9	-6	-4	100	0.3	-8	-1
Cn1c(N)c(C(=O)NCc2ccccc2Cl)sc1=S	13	-12	98	100	28	-12	-6	100	0.3	-5	-16
CS(=O)(=O)N1CCC(C(=O)NCc2ccc3c(c2)OCO3)CC1	2	0	94	98	12	-3	-1	102	0.9	-1	-2
O=C(NC(NCC1CCCO1)C(Cl)(Cl)Cl)c1cccc2ccccc12 (stereo not drawn)	5	-7	104	101	34	-11	0	102	2.0	5	-10
O=C(O)C1CC=CCC1C(=O)NC1CCCCC1 (stereo not drawn)	-1	-2	104	103	11	-3	0	103	0.1	-3	-8
Cc1ccccc1CNC(=O)C(=O)Nc1nccs1	0	-6	102	102	10	-4	-2	101	0.0	0	-14

# 7 compounds drawn at random from those above:
structure	ABCG2 inh	Bim-Bcl-B	RGS7-Gao reg	RGS4-Gao reg	GSH fluor	Bim-Bcl-2	Bcl-W Bim block	RGS8-Gao	ABCB1 block	Bim-Bcl-XL	Bim-Bfl-1
Cc1ccccc1CNC(=O)C(=O)Nc1nccs1	0	-6	102	102	10	-4	-2	101	0.0	0	-14
Cc1ccc(OC(=O)c2cccc(C(=O)Oc3ccc(C)cc3)n2)cc1	-1	3	103	102	4	2	6	102	-0.5	2	1
O=C(COC(=O)c1cccc(Br)c1)NCCC1=CCCCC1	5	-1	u	101	17	-3	-1	101	0.6	-1	-7
CCN(CC)S(=O)(=O)c1ccc(NC(=O)Cn2cnc3ccccc3c2=O)cc1	4	-11	99	99	35	-12	0	100	0.9	0	-13
COc1ccc(-n2c(C)cc(C(=O)CSc3ccc(NC(C)=O)cc3)c2C)cc1	1	-7	100	97	9	-6	-4	100	0.3	-8	-1
CS(=O)(=O)N1CCC(C(=O)NCc2ccc3c(c2)OCO3)CC1	2	0	94	98	12	-3	-1	102	0.9	-1	-2
Cn1c(N)c(C(=O)NCc2ccccc2Cl)sc1=S	13	-12	98	100	28	-12	-6	100	0.3	-5	-16

# In the list so far, these have bromine.
structure	ABCG2 inh	Bim-Bcl-B	RGS7-Gao reg	RGS4-Gao reg	GSH fluor	Bim-Bcl-2	Bcl-W Bim block	RGS8-Gao	ABCB1 block	Bim-Bcl-XL	Bim-Bfl-1
O=C(Nc1ccc(Br)cc1)c1cccc(NC(=O)C2C3CC4OC(=O)C2C4C3)c1 (stereo not drawn)	0	3	102	113	10	1	2	99	-0.2	0	0
O=C(COC(=O)c1cccc(Br)c1)NCCC1=CCCCC1	5	-1	u	101	17	-3	-1	101	0.6	-1	-7

# Assay outcomes (PubChem)
